Compound activity deposited in PubChem BioAssay by National Center for Advancing Translational Sciences (NCATS).
RGS4 inhibitor: inhibitors of human regulator of G protein signaling 4 | P49798 | Transcreener GDP fluorescence polarization, RGS4-accelerated GTP hydrolysis | Potency, µM (top dose mostly 114 µM), inactives show top-dose activity change, negative = inhibition, actives largely listed as inhibitors | 0.039% of 390,000 active; also: potency is read from the fitted curve at half-maximal effect; nearly all actives have a fitted effect of over 75% in size; some results filed as inactive show a strong effect at the top dose
Target sequence (P49798 whole entry, looked up): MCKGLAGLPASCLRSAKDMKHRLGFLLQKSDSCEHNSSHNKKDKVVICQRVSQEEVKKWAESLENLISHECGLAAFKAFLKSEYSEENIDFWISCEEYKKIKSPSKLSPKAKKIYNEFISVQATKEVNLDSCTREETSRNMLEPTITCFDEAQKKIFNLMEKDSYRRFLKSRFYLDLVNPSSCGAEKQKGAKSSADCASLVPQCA
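MLSMR compounds (23 nl, pin-transferred) preincubated 10 min at room temperature with a 500nM (2x) first reagent, then RGS4 at 900nM (2x) plus Transcreener GDP mix added; fluorescence polarization (620/688 nm) read before and after 90 min at 30 °C.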
PI4K2A block: inhibitors of human PI4K2A; Q9BTU6; purified PI4K2A, ADP-Glo luminescence, 1 h; stronger effect = lower value; activity change, negative = inhibition, % at 76.9 µM; 0.13% of 420,000 active; AID 1346378; in the data active = activity change below about -50%; inconclusive = mostly about -30% to -49%;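 also: -100% = wells without enzyme as full effect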
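Compounds are screened against recombinant PI4K2A using PI as substrate and ATP, the latter dispensed at 300 microM. Reactions run one hour at ambient temperature before ADP-Glo detection; full inhibition defined by wells lacking enzyme.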
GLS inhibitor: glutaminase GLS (human) inhibition; O94925; GLS enzymatic activity, qHTS titration; Potency, µM (top dose mostly 45.5 µM), without a hit: top-dose activity change, negative = inhibition, usual class: inhibitors; 0.21% of 410,000 active; AID 624170; also: potency is read from the fitted curve at half-maximal effect
Target sequence (O94925 whole entry, looked up): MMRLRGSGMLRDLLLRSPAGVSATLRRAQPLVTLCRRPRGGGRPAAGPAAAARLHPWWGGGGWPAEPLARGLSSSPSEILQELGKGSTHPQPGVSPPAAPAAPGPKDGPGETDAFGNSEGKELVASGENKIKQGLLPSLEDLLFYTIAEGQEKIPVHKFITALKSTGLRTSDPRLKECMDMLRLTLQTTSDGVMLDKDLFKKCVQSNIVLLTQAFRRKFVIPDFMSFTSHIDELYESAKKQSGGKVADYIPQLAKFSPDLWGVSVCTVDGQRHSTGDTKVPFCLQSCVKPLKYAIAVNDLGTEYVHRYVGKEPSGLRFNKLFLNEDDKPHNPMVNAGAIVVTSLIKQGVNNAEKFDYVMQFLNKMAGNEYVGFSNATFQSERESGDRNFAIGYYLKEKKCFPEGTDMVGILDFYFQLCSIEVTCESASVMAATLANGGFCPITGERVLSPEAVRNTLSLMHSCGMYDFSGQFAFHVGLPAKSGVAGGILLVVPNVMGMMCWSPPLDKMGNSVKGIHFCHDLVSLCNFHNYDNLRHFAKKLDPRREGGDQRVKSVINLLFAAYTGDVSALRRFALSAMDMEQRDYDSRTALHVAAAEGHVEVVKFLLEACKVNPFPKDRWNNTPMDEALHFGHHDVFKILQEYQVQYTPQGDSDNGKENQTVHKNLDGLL
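hKGA; 45 mM KH2PO4 pH 8.2 + 0.02% Tween-20; cpd via pin tool; 1 mM Gln soln; GluOx/HRP/Amplex Red; RT 30 min; fluor. t0 & final.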
G9a block: blocks human histone lysine methyltransferase G9a | Q96KQ7 | G9a H3K9 monomethylation, AlphaScreen, 2 h | Potency, µM (highest dose often 102 µM), without a hit: top-dose activity, negative = inhibition, most hits filed as inhibitors | 8.8% of 350,000 active | AID 504332; also: potency is read from the fitted curve at half-maximal effect; nearly all actives have a fitted effect of over 75% in size
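Readings reflect AlphaScreen signal from monomethyl-H3K9 antibody detection. HMT at 20 nM; substrate b-H3K9 500 nM; cofactor SAM 20 uM; 2 h RT reaction; compounds tested as titrations in qHTS with 15 min preincubation.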
BAZ2B inh: blocks human BAZ2B. 4.4% of 360,000 active. Q9UIF8. AID 504333. Potency, µM (series often up to 114 µM), without a hit: at the top dose activity change, negative = inhibition, usual class: inhibitors. AlphaScreen BAZ2B-H3K14Ac peptide displacement; also: potency is read from the fitted curve at half-maximal effect; nearly all actives have a fitted effect of over 60% in size
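In this displacement format the biotinylated H3(5-23) peptide acetylated at Lys14 serves as ligand at 50 nM, with BAZ2B at 50 nM in PBS pH 7.4 containing 0.01% Tween-20. Donor and acceptor beads are 10 ug/mL final.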
Starred values were filed as active, the others as inactive; i = inactive; ? = inconclusive; / = not tested or not shown; [ ] = dose if it differs, or a comment. Unless noted, calls follow the shape of the dose curve; as a rule, active = well fitted curve in the direction sought with a large enough effect; inconclusive = small, poorly fitted or top-dose-only effect, or another doubt; inactive = no such curve, though single readings can be large; an effect the other way counts as inactive or inconclusive. Unless noted, % is scaled to controls: 0 for no effect and ±100 for the full control effect. This is a subset; rates above refer to the full screens.

SMILES	RGS4 inhibitor	PI4K2A block	GLS inhibitor	G9a block	BAZ2B inh
CC1=NN(c2ccccc2)C(=O)C1/C=C1/C(=O)NC(=O)N(c2cccc(C)c2)C1=O (centres undefined)	/	/	/	-19.3%[59 µM]	?
C(=C\c1ccccc1)/CN1CCN(Cc2ccc3c(c2)OCCO3)CC1	/	/	/	-49.2%[59 µM]	?
Cc1ccccc1N1C(=O)/C(=C/c2ccco2)C(=O)NC1=S	/	/	/	1.78µM*	1.12µM*
O=C(OCC1O[C@@H](OC(=O)c2cc(O)c(O)c(O)c2)[C@@H](OC(=O)c2cc(O)c(O)c(O)c2)[C@@H](OC(=O)c2cc(O)c(O)c(O)c2)[C@@H]1OC(=O)c1cc(O)c(O)c(O)c1)c1cc(O)c(O)c(O)c1 (some centres undefined)	/	/	/	50.1µM*	0.708µM*
COc1ccc(OCCOc2cccc(C=C3C(=O)NC(=O)NC3=O)c2)cc1	/	/	/	?	-36.0%
CN(C)C(Cc1ccccc1)C(=O)c1cccs1 (centres undefined)	/	/	/	?	-29.4%
COC(=O)C1C=C2c3cccc4[nH]cc(c34)CC2N(C)C1 (centres undefined)	/	/	/	?	39.8µM*
O=[N+]([O-])c1ccc(N2CCNCC2)c2ncccc12	/	/	/	31.7%[59 µM]	11.3%
Cc1cc(OCCN2CC2)c2ccccc2n1	/	/	/	12.3%[12.7 µM]	-3.2%
CN1C(=O)C(=Cc2ccc(N3CCOCC3)c([N+](=O)[O-])c2)C(=O)N(C)C1=O	/	/	/	35.5µM*	-34.6%
O=C1Nc2cc(C(=O)N3CCC4(CC3)OCCO4)ccc2NC1CSCc1cccc(F)c1 (centres undefined)	/	/	/	7.08µM*	-22.0%
Cn1c(O)c(C=NC(CC(N)=O)C(=O)O)c(=O)n(C)c1=O (centres undefined)	/	/	/	?	-1.9%
CN1C(=O)C(Cc2ccc3c(c2)OCO3)C(=O)N(C)C1=O	/	/	/	?	-37.0%
Cc1ccc(N2C(=O)NC(=O)/C(=C\c3ccc([N+](=O)[O-])o3)C2=O)cc1	/	/	/	6.31µM*	20µM*
O=C1/C(=C/c2cc3c(cc2Cl)OCO3)N2CCC1CC2	/	/	/	-6.0%[59 µM]	-2.5%
O=C1NC(=S)N(c2ccc(F)cc2)C(=O)/C1=C/c1ccco1	/	/	/	?	1.78µM*
CC(=O)Cc1c[nH]c2ccccc12	/	/	/	?	-1.5%
COc1ccccc1-c1n[nH]c(=S)n1Cc1ccco1	/	/	/	3.55µM*	?
O=C(Cn1ncc2c3ccccc3n(Cc3ccccc3)c2c1=O)N1CCC2(CC1)OCCO2	/	/	/	-5.5%[12.7 µM]	2.8%
O=C(O)Cn1cc(/C=C2\C(=O)NC(=O)N(c3ccc(F)cc3)C2=O)c2ccccc21	/	/	/	50.1µM*	-22.9%
Cc1cc(OCC(=O)Nc2c(C)n(C)n(-c3ccccc3)c2=O)c2c3c(c(=O)oc2c1)CCC3	/	/	/	-40.0%	5.1%
CC(=O)OCOCC(=O)OCO[P+](=O)C(OCOC(C)=O)c1cc([N+](=O)[O-])ccc1Oc1ccc(Br)cc1 (centres undefined)	i	/	/	14.3%[59 µM]	/
C[C@H](NC(=O)[C@@H](N)Cc1ccc(O)cc1)C(=O)NCC(=O)N(C)[C@@H](Cc1ccccc1)C(=O)NCCO	?	/	/	34.6%[59 µM]	/
CC(=O)[C@@H]1CC[C@H]2[C@@H]3CC[C@@H]4CC(=O)CC[C@]4(C)[C@H]3CC[C@]12C	230.0%[56.9 µM]	/	/	25.7%[59 µM]	/
Clc1ccc(C2(Cn3cncn3)OCCO2)c(Cl)c1	/	/	0.7%	6.3%[12.7 µM]	/
SMILES	RGS4 inhibitor	PI4K2A block	GLS inhibitor	G9a block	BAZ2B inh
CC(=O)O[C@H]1CC[C@H]2[C@@H]3CCC4=CC(=O)CCC4=C3C=C[C@]12C	/	/	-13.0%	?	/
CC[C@@]1(c2ccc(N)cc2)CCC(=O)NC1=O	/	/	8.3%	-25.8%[12.7 µM]	/
N#CC1(N2CCCCC2)CCCCC1	/	/	3.6%	-4.5%[12.7 µM]	/
CC12CCC3C4CCC(=O)C(O)=C4CCC3C1CCC2OC(=O)CCC1CCCC1 (centres undefined)	/	/	3.2%	7.1%[12.7 µM]	/
CCCCCCC(=O)O[C@H]1CC[C@H]2[C@@H]3CCC4CC(=O)C=C(C)[C@]4(C)[C@H]3CC[C@]12C (some centres undefined)	/	/	0.2%	5.8%[12.7 µM]	/
[O]=[Cd]	/	/	-7.0%	30.8%[59 µM]	/
CN[C@@H](CC(C)C)C(=O)N[C@@H]1C(=O)N[C@H](CC(N)=O)C(=O)N[C@@H]2C(=O)N[C@H]3C(=O)N[C@H](C(=O)N[C@H](C(=O)O)c4cc(O)cc(O)c4-c4cc3ccc4O)[C@H](O)c3ccc(c(Cl)c3)Oc3cc2cc(c3O[C@H]2O[C@@H](CO)[C@@H](O)[C@@H](O)[C@@H]2O[C@@H]2C[C@](C)(N)[C@H](O)[C@H](C)O2)Oc2ccc(cc2Cl)[C@@H]1O	/	/	1.9%	-0.8%[12.7 µM]	/
C[C@@H](Cc1ccccc1)NCCC(c1ccccc1)c1ccccc1	/	/	-1.6%[20 µM]	-22.8%[5.15 µM]	/
CC(C)c1c(CN(C)[C@@H](C)Cc2ccccc2)n(C)n(-c2ccccc2)c1=O	/	/	-0.4%[20 µM]	4.2%[5.15 µM]	/
CCOc1ccc2c3c1O[C@H]1[C@@H](O)C=C[C@H]4[C@@H](C2)N(C)CC[C@@]341	/	/	7.6%	-43.9%[2.33 µM]	/
C#CCN(C)[C@@H](C)Cc1ccccc1	/	/	11.8%	16.2%[12.7 µM]	/
ClC1=C(Cl)C2(Cl)C3C4CC(C5OC45)C3C1(Cl)C2(Cl)Cl (centres undefined)	/	/	0.5%	-0.5%[12.7 µM]	/
O=C1Nc2ccc(Cl)cc2C(c2ccccc2)=NC1O (centres undefined)	/	/	-16.0%	-13.2%[59 µM]	/
CCCC(C)C1(CC)C(=O)NC(=O)NC1=O (centres undefined)	/	/	-16.8%	-43.4%[2.33 µM]	/
S=C=S	/	/	2.3%	2.7%[59 µM]	/
CC[C@]1(C)CC(=O)NC1=O	/	/	0.3%	-2.2%[12.7 µM]	/
C#C[C@]1(O)CC[C@H]2[C@@H]3CCC4=CC(=O)CCC4(C)[C@H]3CCC21C (some centres undefined)	/	/	1.8%	-29.7%[59 µM]	/
CC(=O)O[C@H]1CC[C@@]2(C)C(=CC[C@@H]3[C@H]2CC[C@]2(C)C(=O)CC[C@H]32)C1	/	/	-6.3%[20 µM]	-31.9%[5.15 µM]	/
CO[C@H]1[C@@H](O)CC(OC2[C@@H](O)CC(OC3[C@@H](O)C[C@H](OC4CC[C@@]5(C)C(CCC6C5CC(O)[C@]5(C)[C@H](C7=CC(=O)OC7)CCC65O)C4)O[C@@H]3C)O[C@@H]2C)O[C@@H]1C (some centres undefined)	/	/	2.6%	9.7%[12.7 µM]	/
CC(C)N(CC[C@@](C(N)=O)(c1ccccc1)c1ccccn1)C(C)C	/	/	-3.5%	-2.0%[12.7 µM]	/
CCOP(=O)(OCC)O/C(=C/Cl)c1ccc(Cl)cc1Cl	/	/	2.9%	-4.7%[12.7 µM]	/
C[N+]1(C)C2CC[C@H]1CC(OC(=O)[C@@H](CO)c1ccccc1)C2 (some centres undefined)	/	/	-16.4%	-3.2%[59 µM]	/
CCC1(c2ccccc2)C(=O)NC(=O)N(C)C1=O (centres undefined)	/	/	-5.3%	?	/
C=CCN=C=S	/	/	-11.7%	-0.9%[59 µM]	/
CCCCCc1cc(O)c2c(c1)OC(C)(C)C1CC=C(C)CC21 (centres undefined)	/	/	19.7%	-40.3%[12.7 µM]	/

Ten of the compounds above, bar-delimited.
SMILES | RGS4 inhibitor | PI4K2A block | GLS inhibitor | G9a block | BAZ2B inh
CC[C@]1(C)CC(=O)NC1=O | / | / | 0.3% | -2.2%[12.7 µM] | /
C#C[C@]1(O)CC[C@H]2[C@@H]3CCC4=CC(=O)CCC4(C)[C@H]3CCC21C (some centres undefined) | / | / | 1.8% | -29.7%[59 µM] | /
CC(=O)O[C@H]1CC[C@@]2(C)C(=CC[C@@H]3[C@H]2CC[C@]2(C)C(=O)CC[C@H]32)C1 | / | / | -6.3%[20 µM] | -31.9%[5.15 µM] | /
CO[C@H]1[C@@H](O)CC(OC2[C@@H](O)CC(OC3[C@@H](O)C[C@H](OC4CC[C@@]5(C)C(CCC6C5CC(O)[C@]5(C)[C@H](C7=CC(=O)OC7)CCC65O)C4)O[C@@H]3C)O[C@@H]2C)O[C@@H]1C (some centres undefined) | / | / | 2.6% | 9.7%[12.7 µM] | /
CC(C)N(CC[C@@](C(N)=O)(c1ccccc1)c1ccccn1)C(C)C | / | / | -3.5% | -2.0%[12.7 µM] | /
CCOP(=O)(OCC)O/C(=C/Cl)c1ccc(Cl)cc1Cl | / | / | 2.9% | -4.7%[12.7 µM] | /
C[N+]1(C)C2CC[C@H]1CC(OC(=O)[C@@H](CO)c1ccccc1)C2 (some centres undefined) | / | / | -16.4% | -3.2%[59 µM] | /
CCC1(c2ccccc2)C(=O)NC(=O)N(C)C1=O (centres undefined) | / | / | -5.3% | ? | /
C=CCN=C=S | / | / | -11.7% | -0.9%[59 µM] | /
CCCCCc1cc(O)c2c(c1)OC(C)(C)C1CC=C(C)CC21 (centres undefined) | / | / | 19.7% | -40.3%[12.7 µM] | /

(continued)
SMILES	RGS4 inhibitor	PI4K2A block	GLS inhibitor	G9a block	BAZ2B inh
CC(C)CCON=O	/	/	-16.0%	-21.7%[59 µM]	/
Oc1cc[c]([Hg][Cl])cc1	/	/	?	?	/
C=CC[C@]1(O)CCC2C3CCC4=CCCCC4C3CCC21C (some centres undefined)	/	/	-1.8%	36.4%[59 µM]	/
COc1cc2c(cc1OC)[C@@]13CCN4CC5=CCOC6CC(=O)N2C1[C@H]6[C@@H]5C[C@@H]43 (some centres undefined)	/	/	6.6%	-2.0%[2.33 µM]	/
CC(C)(O)C1C2OC(=O)C1[C@]1(O)C[C@H]3O[C@]34C(=O)O[C@H]2[C@]14C (some centres undefined) (tested in a mixture with another compound)	/	/	5.3%	22.1%[12.7 µM]	/
CC1=C2[C@@H]3OC(=O)[C@@H](C)[C@@H]3CC[C@]2(C)C=CC1=O	/	/	-9.9%	-14.0%[12.7 µM]	/
CCCCCCCCOC(=O)c1ccccc1C(=O)OCCCCCCCC	/	/	-10.2%	110.6%[activator][59 µM]	/
O=C(CCl)c1ccc(Oc2ccc(C(=O)CCl)cc2)cc1	/	/	33.1%[activator]	?	/
CCCC(=O)OC(C(Cl)(Cl)Cl)P(=O)(OC)OC (centres undefined)	/	/	?	-16.9%[59 µM]	/
Cc1nnc2n1-c1ccc(Cl)cc1C(c1ccccc1Cl)=NC2	/	/	7.4%	-7.7%[12.7 µM]	/
CCCCNCC(O)c1ccc(O)cc1 (centres undefined)	/	/	30.1%[activator]	24.9%[59 µM]	/
CNc1ccc(C(=O)CC(O)CCC(C)C2OC(=O)CC(O)CC(=O)CC(O)CC(O)CC(O)CC(O)CC3(O)CC(O)C(C(=O)OC)C(CC(O[C@@H]4OC(C)C(O)C(N)C4O)/C=C/C=C/C=C/C=C/C=C/C=C/C=C/C2C)O3)cc1 (some centres undefined)	/	/	4.4%	7.3%[2.33 µM]	/
CC(CC(C(N)=O)(c1ccccc1)c1ccccc1)N(C)C (centres undefined)	/	-3.3	/	/	/
COc1cc(C[C@@H](C)N)c(OC)cc1Br	/	i	/	/	/
C[C@@H]1[C@@H]2Cc3ccc(O)cc3[C@@]1(C)CCN2CC1CC1	/	-2.5	/	/	/
CCOC(=O)CC[C@@H]1CC[C@]2(CCCN(Cc3cccnc3)C2)O1	/	-1.3	/	/	/
CN1CCC(N(Cc2ccccc2)c2ccccc2)CC1	/	0.1	/	/	/
